# Assay outcomes as filed in PubChem BioAssay.
# AID inhibitor: inhibitors of human activation induced cytidine deaminase | actives 0.32% (n = 91,000) | AID deamination FRET fluorescence, UDG-coupled, 4 h | Q9GZX7 | Potency, µM (doses to about 115 µM), without a hit: at the top dose activity change, negative = inhibition, most hits filed as inhibitors; also: nearly all actives have a fitted effect of over 25% in size
# Target sequence (Q9GZX7 whole entry, looked up): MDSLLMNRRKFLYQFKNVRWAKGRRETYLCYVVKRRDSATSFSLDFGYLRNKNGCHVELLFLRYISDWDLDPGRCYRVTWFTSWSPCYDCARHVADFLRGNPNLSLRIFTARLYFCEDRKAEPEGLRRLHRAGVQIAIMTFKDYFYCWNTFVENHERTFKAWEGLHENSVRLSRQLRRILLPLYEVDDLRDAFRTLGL
# UDG counter: counter-screen for AID inhibitors: uracil-DNA glycosylase inhibition; actives 0.14% (n = 91,000); Potency, µM (doses to about 115 µM), inactives show at the highest dose activity change, negative = inhibition, hits mostly inhibitors; FRET deamination/UDG coupled assay, UDG read, 4 h; AID 1347430; also: nearly all actives have a fitted effect of over 65% in size
# The depositor's hits bear a star; u = inconclusive; & = joins results of further samples; [ ] = another dose, or the depositor's remark. Calls follow the shape of the dose curve; as a rule, active = well fitted curve in the direction sought with a large enough effect; inconclusive = small, poorly fitted or top-dose-only effect, or another doubt; inactive = no such curve, though single readings can be large; an effect the other way counts as inactive or inconclusive. % is scaled to controls: 0 for no effect and ±100 for the full control effect; potency is read from the fitted curve at half-maximal effect.
# Preview (3 entries):
SMILES,AID inhibitor,UDG counter
CCCSc1ncc(Cl)c(C(=O)Nc2ccc(S(=O)(=O)Nc3ncccn3)cc2)n1,4%,-1%
Fc1cccc(/C=N/Nc2cc(C(F)(F)F)ccc2Cl)c1,-7%,-11%
CCOC(=O)c1nnn(C(CC)C(=O)Nc2cc(OC)ccc2OC)c1C(=O)OCC (stereo not drawn),-2%,-5%

# The whole of this part, previewed entries included:
SMILES,AID inhibitor,UDG counter
CCCSc1ncc(Cl)c(C(=O)Nc2ccc(S(=O)(=O)Nc3ncccn3)cc2)n1,4%,-1%
Fc1cccc(/C=N/Nc2cc(C(F)(F)F)ccc2Cl)c1,-7%,-11%
CCOC(=O)c1nnn(C(CC)C(=O)Nc2cc(OC)ccc2OC)c1C(=O)OCC (stereo not drawn),-2%,-5%
Cc1nc2cc(-c3ccccc3)ccc2s1,-9%,-8%
COc1ccc(Cc2nc3c4cnn(-c5cccc(F)c5)c4ncn3n2)cc1,45%,2%
CCOC(=O)c1c(C)[nH]c(CCC(=O)NCc2cc(OC)c(OC)c(OC)c2)c1C,-2%,3%[57.5 µM]
C=CC[C@H]1Cc2c(Br)cc(Br)c(Br)c2[C@H](CC=C)N1,-5%,-3%
COc1ccccc1CNC(=O)c1ccc(Cn2c(SCc3ccccc3)nc3cccnc32)cc1,-8%,-7%
O=C(CCc1ccccc1)NCc1ccc2c(c1)CCN2C(=O)c1ccccc1,2%,-14%
Cc1nc2ccc(Cl)cc2cc1C(=O)N(C)CC1COc2ccccc2O1 (stereo not drawn),-16%,-4%
OC(CNCc1ccco1)c1ccccc1 (stereo not drawn),-2%,1%
CCc1nn(CC(=O)NCCCN2CCN(CC)CC2)c(=O)c2cc3occc3n12,-1%,7%
COc1cc(OC)c(NC(=O)N2CCN3CCCCC3C2)cc1Cl (stereo not drawn),-7%,-3%
CSc1ccccc1NC(=O)C(C)Cl (stereo not drawn),-3%,-7%
CC(NC(=S)NCc1ccc(F)cc1)c1ccncc1 (stereo not drawn),-7%,3%
Cc1ccc(OCc2nc(-c3ccc(C(=O)N4CCN(c5cccc(C(F)(F)F)c5)CC4)cc3)oc2C)cc1,u,-9%
Cc1nc(-c2ccc(F)cc2)sc1CCNC(=O)c1ccc(OC(C)C)cc1,u,u
CC1(C)CC(NC2C3CC4CC(C3)CC2C4)CC(C)(C)N1 (stereo not drawn),5%,10%
CCc1ccc(C(=O)c2cn(CC(=O)Nc3ccc(OC)cc3)c3cc4c(cc3c2=O)OCO4)cc1,10%,-8%
CC1CCC(N(C)C(=O)c2cc3ccccc3oc2=O)CC1 (stereo not drawn),-2%,0%
CC1=CC(=O)c2ccc3c4c(ccc1c24)CC3,-9%,-14%
O=C(COc1ccccc1Cl)N(Cc1ccco1)c1ccccn1,-2%,11%
O=C(Nc1cc(C(F)(F)F)ccc1C(=O)O)c1ccccc1Cl,-14%,1%
COc1cc(/C=C/c2nc(C#N)c(NC(C)c3ccccc3)o2)cc(OC)c1OC (stereo not drawn),-25%,-4%
Cc1ccc([N+](=O)[O-])c(Oc2ncnc3c2oc2ccccc23)c1,10%,-8%
Cc1ccc(-c2nc3c(cnn3-c3ccccc3)c(=O)n2-c2ccc(Cl)cc2)cc1,-22%[57.5 µM],-10%[57.5 µM]
O=S1(=O)c2ccccc2N(Cc2ccccc2Cl)c2ccccc21,u,-23%
Cc1ccc(-n2c(SCC(=O)Nc3ccc4c(c3)OCCO4)nnc2N2CCOCC2)cc1,-21%,-7%
COc1ccc(-c2csc3nc(-c4ccc(C)cc4)oc(=O)c23)cc1OC,u,3%
COC(=O)c1sc2cccc(F)c2c1S(=O)(=O)NCc1ccc(Cl)cc1,-16%,18%
CSCCC(NS(=O)(=O)c1ccc2c(c1)oc(=O)n2C)C(=O)NCc1ccccc1 (stereo not drawn),3%,0%
O=C(c1ccc(F)cc1)n1nc(-c2cccnc2)nc1NCc1ccccc1,-11%,-2%
Cc1cc(O)c(C(c2cccc(F)c2)N2CCC(C)CC2)c(=O)n1Cc1ccco1 (stereo not drawn),-16%,-7%
CCCn1nc(C(=O)OCC(=O)Nc2c(C)cccc2C)c2ccccc2c1=O,-1%,7%
CCOCCn1ccc2c(OCC(=O)Nc3cc(C)cc(C)c3)cccc2c1=O,-30%,u
O=C(CCCn1c(=O)c2cccn2c2ccc(F)cc21)N1CCN(c2ccccn2)CC1,-13%,5%
C/C=C/C=C/C(=O)Nc1ccc(OCCOC)cc1,2%,1%
O=C(C1CC=CCC1)N1CCCC(C(F)(F)F)C1 (stereo not drawn),4%,-1%
CCOC(=O)c1cnc2c(C)cc(Cl)cc2c1N1CCN(C)CC1,-9%,-2%
COc1ccc(CN2C(=O)N(c3ccc(C)cc3)C(=O)C2CC(=O)Nc2ccccc2)cc1OC (stereo not drawn),10%,u
CCCOc1ccc(C(=O)Nc2cc3c(cc2N2CCCCC2)n(C)c(=O)n3C)cc1,2%,0%
Cc1c(Cl)cccc1-c1ccc(CNc2ccc3[nH]c(=O)[nH]c3c2)o1,13%,-1%
CCOC(=O)c1cn[nH]c1S(=O)(=O)N(CC(C)C)CC(C)C,3%,7%
CC(=O)N1CCC(C(=O)Nc2ccc(Br)cc2)CC1,-1%,1%
O=C(Nc1ccc2nc(SCC(=O)N3CCCc4ccccc43)sc2c1)c1ccc(F)cc1,8%&2%,-2%
CCNC(=O)[C@H]1O[C@@H](n2cnc3c(N)nc(NCCc4ccc(CCC(=O)O)cc4)nc32)[C@H](O)[C@@H]1O,0%,-15%
CCOC(=O)c1c(S(=O)(=O)N2CCC(C(=O)NCc3ccccc3OC)CC2)c(C)n(C)c1C,-10%,11%
CCCCC(=O)NC1(C(F)(F)F)C(=O)Nc2c1c(=O)[nH]c(=O)n2-c1ccc(F)cc1 (stereo not drawn),2%,-9%[57.5 µM]
CCCS(=O)(=O)c1nc(S(=O)(=O)c2ccc(C)cc2)c(NCC)s1,0%,3%
Cc1ccc2onc(CNC(=O)N3CCN(c4cc(Cl)ccc4C)CC3)c2c1,u,-15%
c1ccc(-c2nc(-c3ccccc3)c(-c3ccccc3)nc2-c2ccccc2)cc1,5%,3%
Cc1cc(OC(C)C(=O)Nc2ccc3nsnc3c2)cc(C)c1Cl (stereo not drawn),-10%,-5%
O=C(Cn1ncc2c(Cl)cccc21)NCc1cccc(Br)c1,-7%,-3%
COc1ccccc1CNC(=O)CCS(=O)(=O)c1ccc2c(c1)CCN2C(C)=O,4%,-10%
Cc1ccccc1CN(C)CC(O)COc1ccc(-c2ccccc2)cc1 (stereo not drawn),-11%,-7%
C=CCn1c(SCC)nc2c1c(=O)[nH]c(=O)n2C,0%,-6%
CC(Oc1ccc(Br)cc1Cl)C(=O)NC1(C#N)CCCCC1 (stereo not drawn),-6%,-5%
COc1cccc(NC(=O)c2oc3ccccc3c2NC(=O)c2ccc(F)c(F)c2)c1,-7%,-16%
Cc1ccc(NC2(c3nnnn3-c3ccccc3C)CCCC2)cc1,-6%,-8%
Cc1ccc(-c2ccc(C=O)o2)c(Br)c1,-13%,-5%

# Not a retest: 2 of the compounds above.
SMILES,AID inhibitor,UDG counter
CCCS(=O)(=O)c1nc(S(=O)(=O)c2ccc(C)cc2)c(NCC)s1,0%,3%
Cc1ccc2onc(CNC(=O)N3CCN(c4cc(Cl)ccc4C)CC3)c2c1,u,-15%

# The list continues.
SMILES,AID inhibitor,UDG counter
Cc1ccc(NC(=O)Cn2c(=O)n(Cc3ccc4c(c3)OCO4)c(=O)c3oc4ccccc4c32)cc1C,-8%,-6%
CCCn1c(N)c(N2CCOCC2)c(=O)n(CC(=O)NCc2ccc(F)cc2)c1=O,3%,-1%
CC12CC3(C)CC(C)(C1)CC(N)(C2)C3,-8%,-2%
Cc1ccc(C)c(-c2nn(CC(O)COCc3ccccc3)c(=O)c3ccccc23)c1 (stereo not drawn),-2%,-9%
CCCCc1nn2c(=O)cc(COC(=O)c3ccc(NC(=O)C4CCCCC4)cc3)nc2s1,5%,-9%
O=C(CSc1nc2c(c(=O)[nH]1)CN(Cc1ccc(F)cc1)CC2)Nc1cccc(C(F)(F)F)c1,-21%,-14%
O=C(Cn1c(=O)n(CC2CCCO2)c(=O)c2ccccc21)Nc1cccc(Cl)c1 (stereo not drawn),-18%,-3%
Cc1cccc(C)c1OC(=O)CSc1nnc(-c2ccc3c(c2)OCO3)o1,7%,10%
CC1CCCN(S(=O)(=O)c2ccc3c(c2)c(=O)nc2ccccn23)C1 (stereo not drawn),25%,-9%
CSc1ccccc1C(=O)Nc1c(F)cc(F)cc1Br,-3%,2%
Cc1ccc(CC(=O)NCc2ccccn2)cc1,3%,0%
CCCn1c(CNC(=O)c2ccc(F)cc2)nc2ccccc21,-6%,-7%
O=C(NC1CCCC1)c1ccc2noc(-c3ccc(Cl)cc3)c2c1,3%,5%
COc1cccc(CNCCSc2nnnn2C)c1OCc1ccc(Cl)cc1Cl,u,-16%
Cc1cccc(-c2nc(CN3CCCC(C(=O)NCc4ccc(Cl)cc4)C3)c(C)o2)c1 (stereo not drawn),u,u
Cc1ccc(OCC(O)Cn2nnc(-c3cccnc3)n2)c(C)c1 (stereo not drawn),-10%,-10%
COC(=O)C1CCN(S(=O)(=O)c2cc3c4c(c2)CC(=O)N4CCC3)CC1,3%,0%
CCC1CCc2sc(C(=O)NC3CCCC3)cc2C1 (stereo not drawn),-1%,-5%
Cc1ccc2c(=O)c(-c3nc(-c4ccccc4C)no3)cn(CC(=O)NCc3cccs3)c2n1,-6%,4%
Cc1ccc(C(=O)Nc2ccc3oc(-c4cc(Br)ccc4Cl)nc3c2)cc1,19%[57.5 µM],7%[57.5 µM]
O=C(NC1CCC(c2ccccc2)CC1)c1cccc2ncccc12 (stereo not drawn),-4%,1%
CC(C)CNc1nc(C(=O)Nc2nnc(C(C)(C)C)s2)cs1,4%,2%
Cc1cc2oc(=O)cc(CN3CCN(c4ccc(F)cc4)CC3)c2cc1C,2%,2%
CNS(=O)(=O)c1ccc(NCCc2ccc(S(N)(=O)=O)s2)c([N+](=O)[O-])c1,10%,9%
COc1ccc(C)cc1NC(=O)C1CCN(S(=O)(=O)Cc2ccccc2)CC1,12%,0%
Cc1ccc(NC(=O)c2sc3nc(-c4ccc(C)cc4)ccc3c2N)cc1,-4%,-10%
CCOC(=O)c1c(C)[nH]c(C)c1S(=O)(=O)N1CCCC(C(=O)Nc2ncccc2C)C1 (stereo not drawn),2%,3%
Cc1ccc(NC(=O)CSc2ncc3c(n2)-c2ccccc2N(Cc2cccc(F)c2)S3(=O)=O)cc1F,15%,0%
CC(C)(C)C(=O)Nc1cccc(NC(=O)C2CCCC2)c1,3%,1%
NC(=S)NCc1ccc(F)cc1,-3%,-1%
COc1ccc(NC(=O)CSc2nc3ccccc3n2CC(=O)N(C)c2ccc(F)cc2)cc1,-10%,-5%
CC1=C(O[Si](C)(C)C)CC2C(=O)OC(=O)C2C1c1ccccc1 (stereo not drawn),2%,-5%
CCCCNC(=O)c1ccc2c(c1)N(Cc1ccc(F)cc1)C(=O)c1ccccc1S2=O (stereo not drawn),-6%,-11%
Cc1ccc(C)c(NC(=O)C2CCCN2c2ncnc3ccccc23)c1 (stereo not drawn),10%,0%
CCCCc1cc(=O)oc2cc(OCC(=O)Nc3ccc(C(N)=O)cc3)ccc12,4%,10%
Cc1ccc2c(c1)C(c1ccccc1)N(C(=O)c1ccc(S(=O)(=O)N3CCCCC3)cc1)CC(=O)N2 (stereo not drawn),-10%[57.5 µM],-7%[57.5 µM]

# Whole records from above. Order of screens: AID inhibitor, UDG counter
# Profile of Cc1ccc(C)c(-c2nn(CC(O)COCc3ccccc3)c(=O)c3ccccc23)c1 (stereo not drawn) : -2%, -9%
# Profile of O=C(Nc1ccc2nc(SCC(=O)N3CCCc4ccccc43)sc2c1)c1ccc(F)cc1 : 8%&2%, -2%
# Profile of O=C(COc1ccccc1Cl)N(Cc1ccco1)c1ccccn1 : -2%, 11%

# The list goes on:
SMILES,AID inhibitor,UDG counter
CCCN1C(=O)c2[nH]nc(-c3ccc(OC)cc3)c2C1c1ccccn1 (stereo not drawn),-20%,-5%
Cc1ccccc1CSc1nnc2[nH]c(=O)cc(-c3ccccc3)n12,6%&-5%,10%&3%
CCn1c(=O)c2ccccc2n(CC(=O)Nc2cnc3ccccc3c2)c1=O,0%,4%
Cc1nn(CC(=O)NCc2ccc(Cl)cc2)c(=O)c2cc3sccc3n12,-10%,9%
O=C(NCC1(N2CCOCC2)CCCCC1)C1CCN(C(=O)c2ccc(F)cc2F)CC1,0%,0%
Cc1cccc(NC(=S)NNC(=O)c2ccc(Br)cc2)c1,-1%,6%
COc1cccc(N2CCN(C(=O)CN3CCSc4ccc(S(=O)(=O)N(C)C)cc43)CC2)c1,37%[activator],-6%
C=CCNC(=O)N(CCc1ccccn1)Cc1ccc(F)cc1,3%,-4%
CCc1ccc(C(=O)c2cn(CC(=O)Nc3ccc(OC)c(OC)c3)c3ccc(C)cc3c2=O)cc1,u,-4%
CC(=O)c1ccc(Nc2ccc3cc(S(=O)(=O)N4CCCC4)ccc3n2)cc1,6%&9%,5%
Cc1ccccc1NC(=O)c1ccc(NC(=O)N2CCSc3ncccc32)cc1,-18%,-8%
Cc1ccc(C)c(Cn2cnc3ccccc3c2=O)c1,-13%,-12%
Cc1ccccc1NC(=O)Cn1c(=O)n(Cc2ccc3c(c2)OCO3)c(=O)c2ccccc21,1%,-6%
COc1cccc(/C=C(\C#N)c2ccc(Cl)cc2)c1OC(C)C,-10%,-3%
CSc1nc(C(F)(F)F)cc(=O)[nH]1,0%,1%

# An excerpt (hit frequency here may not be typical).
